Growth percent in the NCI-60 one-dose screen (48 h, 10 µM unless noted): 100 = growth as untreated, 0 = no growth, -100 = all killed.
NCI-H322M = NCI-H322M lung cancer | actives 2.7% (n = 80,000) | AID 1794733
NCI-H522 = NCI-H522 lung cancer | actives 8% (n = 78,000) | AID 1794739
OVCAR-5 = OVCAR-5 ovarian cancer. actives 2.9% (n = 82,000). AID 1794783
NCI-H460 = NCI-H460 lung cancer | actives 6.8% (n = 82,000)
NCI/ADR-RES = NCI/ADR-RES ovarian cells; actives 4.4% (n = 81,000)
OVCAR-3 = OVCAR-3 ovarian cancer; AID 1794787; actives 7% (n = 79,000)
NCI-H226 = NCI-H226 lung cancer; actives 3.5% (n = 79,000)
NCI-H23 = NCI-H23 lung cancer; actives 4% (n = 80,000)
OVCAR-8 = OVCAR-8 ovarian cancer | actives 4.4% (n = 81,000)
The depositor's hits bear a star; . = no result given; & = joins results of further samples; ! = not active in a repeat. How the source made its calls: active means growth percent below 10; inactive means the rest.

mol	NCI-H522	OVCAR-3	NCI-H460	OVCAR-5	NCI-H23	NCI/ADR-RES	NCI-H226	NCI-H322M	OVCAR-8
N#Cc1c(-c2ccc([N+](=O)[O-])cc2)cc(-c2cccc(OCC(=O)O)c2)[nH]c1=O	90	90	97	91	78	89	69	74	93
COc1ccc(CNS(=O)(=O)/N=C2\NC(=O)NC2=C(Cl)Cl)cc1	2.0*	30	19	37	.	.	46	37	11
CC(C)CCOc1ccc(-c2n[nH]c(C(F)(F)F)c2-c2cncc(C#N)c2)c(O)c1	-6.9*	2.9*	3.5*	37	-0.2*	2.5*	.	12	12
O=C(O)C1OC(O)C(O)C(O)C1O (centres undefined)	89	125	100	106	110	104	101	119	100
COC(=O)c1cccc(NC(=O)c2ccc(-c3cccc(N)c3)o2)c1	82	107	102	107	97	100	86	101	76
COC(=O)c1ccc(-n2cc(CCCNC(=O)c3ccc(C)cc3)nn2)cc1	99	109	105	103	99	101	106	105	101
Cc1cc(NS(=O)(=O)c2ccccc2)ccc1NS(=O)(=O)c1ccccc1	92	105	109	103	94	91	98	107	101
CC(=O)[C@H]1[C@H](C)C[C@H]2[C@@H]3CC[C@@H]4CC(=O)CC[C@]4(C)[C@H]3CC[C@@]21C	91	127	117	98	102	96	101	129	107
COc1cc(-c2c[nH]cc2-c2ccccc2)cc(OC)c1OC	66	97	98	88	96	100	84	88	96
CCOC(=O)C1=C(CSc2nnc(-c3ccccc3)o2)N(C)C(=O)NC1c1ccccc1 (centres undefined)	84	90	102	91	91	85	91	85	95

The list continues:
mol	NCI-H522	OVCAR-3	NCI-H460	OVCAR-5	NCI-H23	NCI/ADR-RES	NCI-H226	NCI-H322M	OVCAR-8
COc1cc(NCCCCN=C(N)NC(N)=NC(C)C)c2ncccc2c1	-6.1*	-44*	74	87	-32*	109	94	34	45
N#CC(C#N)=c1[nH]c(=O)/c(=C/c2ccc(Cl)cc2)s1	84	107	117	105	107	117	100	130	110
C/C(=C(/C)C1CC1CCNS(=O)(=O)c1ccc(C)cc1)c1ccc(C)cc1 (centres undefined)	84	107	97	100	93	94	92	100	95
O=C1NC(=O)C2(CC(C(=O)Nc3ccc4[nH]c(=S)[nH]c4c3)Oc3ccc(F)cc32)N1 (centres undefined)	99	107	111	103	108	114	102	100	101
O=C1Nc2cc(Cl)ccc2/C1=C\c1c[nH]c2ccc(F)cc12	73	98	97	81	83	91	90	87	91
O=S(=O)(Nc1ccc(O)c(Sc2nc3ccccc3s2)c1)c1ccc(F)cc1	90	91	98	111	82	90	103	83	86
CCCCCC/C=N/Nc1ccc([N+](=O)[O-])cc1[N+](=O)[O-]	68	104	105	106	103	110	103	95	97
CC(=O)/C(=C/c1cccc(C#N)c1)C(=O)c1ccccc1	.	98	104	104	100	98	105	115	90
O=C(/C=C/C(=O)n1ccc2ccccc21)n1ccc2ccccc21	103	105	106	104	94	100	86	84	98
O=P(Cc1cccc2ccccc12)(c1ccccc1)c1ccccc1	85&93	102&110	90&90	103&96	97&96	89&98	89&100	90&96	94&102

Following part.
mol	NCI-H522	OVCAR-3	NCI-H460	OVCAR-5	NCI-H23	NCI/ADR-RES	NCI-H226	NCI-H322M	OVCAR-8
CCCCN(CCCC)/N=N\N(CCCC)CCCC	104	110	108	104	107	113	96	113	99
CCOC(=O)C#Cc1c(C(=O)OCC)nnn1Cc1ccc([N+](=O)[O-])cc1	-33*	7.5*	99	97	86	96	70	100	63
CC(=O)Nc1ccc(-n2c(O)c(/C=N/NC(=O)Cc3ccccc3Nc3c(Cl)cccc3Cl)sc2=S)cc1	94	116	101	114	95	101	104	102	92
O=C(N/N=C/c1ccc(Cl)cc1)c1ccc(C(F)(F)F)nc1Nc1cccc(C(F)(F)F)c1	8.6*	-45*	7.0*	28	-37*	-36*	21	8.2*	24
O=C(CCl)NNc1nccc(Nc2ccc(S(=O)(=O)Nc3ccncc3)cc2)n1	-43*	24	28	68	40	51	71	64	60
c1ccc(-c2noc3ncnc(NCCc4c[nH]c5ccccc45)c23)cc1	76	87	39	86	98	95	76	91	84
COc1ccc2nc3c(n2c1)C(=O)C(=O)c1ccccc1-3	-70*	-23*	15	-80*	-42*	-7.4*	15	-61*	9.5*
COc1ccc2oc(=O)cc(COc3ccc(N=Cc4ccccn4)cc3)c2c1	85	100	109	100	91	100	93	97	.
Clc1ccc(Nc2ccc3nnc(-c4ccncc4)n3n2)cc1Cl	81	102	99	125	95	98	.	110	93
Cc1nc2ccccc2c(/C=C/c2ccccc2)c1C(=O)c1ccccc1	69	86	83	94	80	69	78	89	89

(listing goes on)
mol	NCI-H522	OVCAR-3	NCI-H460	OVCAR-5	NCI-H23	NCI/ADR-RES	NCI-H226	NCI-H322M	OVCAR-8
O=C(Cn1cccc(NC(=O)OCc2ccccc2)c1=O)Nc1ccccc1	102	112	103	91	110	.	107	118	102
CC(C)=CCc1c2c(c3occ(-c4ccc(O)cc4)c(=O)c3c1O)C=CC(C)(C)O2	59	74	53	95	61	38	95	83	83
O=C1c2ccc3c4c(ccc(c24)C(=O)N1CCCNCc1ccccc1F)C(=O)N(CCCNCc1ccccc1F)C3=O	-92*	-63*	-55*	-23*	-53*	-18*	-52*	-84*	-17*
O=C(O)c1ccc(-n2cc(CO)c(-c3ccc(F)cc3F)n2)cc1	83	105	105	104	100	99	100	100	115
CCCCC1CCc2cccc3c(SCC(=O)N(C)c4ccc(Cl)cc4)cc[n+]1c23 (centres undefined)	98	108	109	116	99	110	.	110	113
O=C(c1ccc(Cl)cc1)C(NCCO)c1ccc(Cl)cc1 (centres undefined)	89&93	101&104	114&100	99&108	90&91	98&98	106&93	94&86	100&99
O=C1CC2CC=CCN2C=C1n1cccn1 (centres undefined)	85	98	109	104	94	97	102	109	110
COc1cc(/C=N/N(C)C)ccc1O	88	109	105	106	105	107	91	99	96
Cc1ccc(-c2nn(-c3ccccc3)cc2/C=C/C(=O)c2ccc(NC(=O)CCCCCCC(=O)NO)cc2)cc1	40	76	68	79	94	70	96	84	62
COc1ccc(C2C(C(=O)Nc3ccc(F)cc3)=C(C)NC3=C2C(=O)CC(C)(C)C3)cc1 (centres undefined)	95	105	106	90	97	104	93	105	97

Going on with the list:
mol	NCI-H522	OVCAR-3	NCI-H460	OVCAR-5	NCI-H23	NCI/ADR-RES	NCI-H226	NCI-H322M	OVCAR-8
CN(C)C=C1C(=O)c2ccccc2C1=O	.	100	97	90	85	94	94	97	87
CCCN1C2CCC1/C(=C\c1ccc(C)cc1)C(=O)/C2=C/c1ccc(C)cc1	75	94	96	102	84	97	79	100	91
CCCCN(CCO)C(=O)c1ccc([N+](=O)[O-])cc1	107	110	102	98	107	109	95	105	99
O=C(/C=C/c1ccc(O)cc1)OCCCc1ccc(O)cc1	77	95	112	116	95	93	93	103	89
O=C1c2cccc3cccc(c23)C(=O)N1C/C=C/c1ccc2c3c(cccc13)C(=O)N(CCO)C2=O	89	88	73	79	70	80	58	63	70
CC1CCC(NC(=O)N(CCCl)N=O)CC1 (centres undefined)	122	112	114	104	98	103	102	102	105
CN(C)c1ccc(-c2nc3ccccc3s2)cc1	81	82	99	96	81	92	82	101	95
COc1cc(-c2nc3ccc(-c4nnc(SCC(=O)Nc5ccc(C(C)=O)cc5)o4)cc3[nH]2)cc(OC)c1OC	100	119	103	100	.	107	105	99	95
CCCCCCCCCC1OC(C)CC(C)(C)O1 (centres undefined)	108	114	108	104	111	112	99	93	102
O=c1c(OCc2cn(Cc3ccc(F)cc3)nn2)c(-c2ccc(O)cc2)oc2cc(OCc3cn(Cc4ccc(F)cc4)nn3)cc(O)c12	48	53	50	81	49	89	42	71	57

6 entries already listed, arranged by formula weight, ascending:
mol	NCI-H522	OVCAR-3	NCI-H460	OVCAR-5	NCI-H23	NCI/ADR-RES	NCI-H226	NCI-H322M	OVCAR-8
CN(C)C=C1C(=O)c2ccccc2C1=O	.	100	97	90	85	94	94	97	87
CC1CCC(NC(=O)N(CCCl)N=O)CC1 (centres undefined)	122	112	114	104	98	103	102	102	105
CN(C)c1ccc(-c2nc3ccccc3s2)cc1	81	82	99	96	81	92	82	101	95
O=C1c2cccc3cccc(c23)C(=O)N1C/C=C/c1ccc2c3c(cccc13)C(=O)N(CCO)C2=O	89	88	73	79	70	80	58	63	70
COc1cc(-c2nc3ccc(-c4nnc(SCC(=O)Nc5ccc(C(C)=O)cc5)o4)cc3[nH]2)cc(OC)c1OC	100	119	103	100	.	107	105	99	95
O=c1c(OCc2cn(Cc3ccc(F)cc3)nn2)c(-c2ccc(O)cc2)oc2cc(OCc3cn(Cc4ccc(F)cc4)nn3)cc(O)c12	48	53	50	81	49	89	42	71	57

The list goes on:
mol	NCI-H522	OVCAR-3	NCI-H460	OVCAR-5	NCI-H23	NCI/ADR-RES	NCI-H226	NCI-H322M	OVCAR-8
COc1cc(/C=C/C(=O)c2c(C)nc3ccccc3c2/C=C/c2ccc(C)cc2)cc(OC)c1OC	24	16	-22*	18	24	9.7*	29	58	17
CC1=NNC(=O)/C1=C/c1ccccc1Cl	90	121	110	112	105	107	104	106	97
COc1ccc(CCNC(=O)C(Cl)Cl)cc1	95	114	110	104	.	110	112	96	103
Nc1ncnc(NC2CCCCC2)n1	.	112	106	103	103	107	95	95	104
CCOC(=O)c1coc(C(=O)OCC)c1C(=O)OCC	128	111	111	114	100	119	111	120	118
CCOC(=O)C1=CC(=O)CC(C)(C)O1	96&80	97&118	109&107	101&110	107&104	110&97	95&114	125&99	106&114
C=CCOc1c(Cl)c(Cl)c(Cl)c(Cl)c1Cl	87	108	110	109	100	104	98	113	102
COc1ccc(Cc2nn(CC(=O)N/N=C/c3ccc(F)cc3)c(=O)c3c(C)noc23)cc1	65	47	13	55	.	38	27	37	39
Clc1ccc(/C=C2\CCCC3C2=Nc2ccccc2NC3c2ccc(Cl)cc2)cc1 (centres undefined)	20	67	94	94	83	99	100	.	66
OCc1sccc1-n1cccc1	103	105	108	93	115	120	97	99	104

Carrying on:
mol	NCI-H522	OVCAR-3	NCI-H460	OVCAR-5	NCI-H23	NCI/ADR-RES	NCI-H226	NCI-H322M	OVCAR-8
COc1ccc(-c2nc(C#N)c(NCC(c3ccco3)N3CCCC3)o2)cc1 (centres undefined)	31	22	24	69	54	10	101	43	45
COC(=O)C(=CC(Br)C(Br)c1ccccc1)C(=O)OC (centres undefined)	87	118	101	125	97	114	108	99	96
COc1cccc(C2C(C#N)=C(N)Oc3cc(N)ccc32)c1 (centres undefined)	-0.6*	-26*	12	41	38	-7.7*	70	.	31
CC(=O)Nc1ccc(Br)cc1C	105	107	102	94	106	104	103	98	90
O=C(c1ccc(Cl)cc1)c1ccc(Cl)cc1	85	105	107	89	104	103	100	115	.
C=CCc1cc(C)ccc1O	97	116	123	103	103	111	117	108	103
Cc1c(CO)[n+](=O)c2ccccc2n1[O-]	116	96	102	96	102	111	112	110	96
Cc1ccc2oc(=O)c(/C=C(\O)c3ccc(Cl)cc3)nc2c1	81	119	110	107	99	104	105	115	102
CC[C@H](CC[C@@H](C)[C@H]1CC[C@H]2[C@@H]3CC=C4C[C@@H](O)CC[C@]4(C)[C@H]3CC[C@]12C)C(C)C	97&19	108&112	107&105	103&45	5.6*!	-46*!	101&100	103&93	105&99
CN=C(NCCCOC)c1ccc(NC(=O)c2ccc(C(=O)Nc3ccc(C(=NC)NCCCOC)cc3)cc2)cc1	112	162	108	108	102	113	110	106	119

(cont.)
mol	NCI-H522	OVCAR-3	NCI-H460	OVCAR-5	NCI-H23	NCI/ADR-RES	NCI-H226	NCI-H322M	OVCAR-8
C=CC(=O)N1CCN(c2cccc(Oc3nccc(Nc4nnc(-c5ccccc5)s4)n3)c2)CC1	97	110	100	98	97	105	86	104	97
CC1NC(=O)COC1c1ccccc1 (centres undefined)	97	116	101	92	101	103	97	105	104
CC[C@H](C)[C@@H]1NC(=O)[C@@H]([C@@H](C)CC)NC(=O)CC(=O)[C@H](C)[C@H](/C=C(\C)C[C@H](C)C/C(C)=C/c2cnco2)OC1=O	.	109	100	97	94	96	.	99	98
Cn1ccnc1C(=O)/C=C/c1ccc(NC(=O)c2c(F)c(F)c(F)c(F)c2F)cc1	94	107	105	111	98	108	103	95	102
COc1cc(C2CC(c3c(C)[n+]([O-])c4ccc(F)cc4[n+]3[O-])=NN2)cc(OC)c1OC (centres undefined)	102	100	111	102	96	98	92	100	102
Cc1cc2c(cc1C)-n1c(C)cc(=O)n1C(c1ccc3c(c1)OCO3)N2 (centres undefined)	97	110	103	108	115	112	99	101	99
OCc1cc(Cl)cc(Cl)c1O	100	94	110	103	97	103	97	112	112
O=C1CC(c2ccccc2)n2cnc3ncnc(c32)S1 (centres undefined)	.	101	103	97	95	97	93	92	108
c1ccc(Nc2nnc(-c3cccnc3)o2)cc1	87	102	108	101	99	103	90	96	101
c1cnc(NCCSSCCNc2ncccn2)nc1	101&94	118&110	108&107	102&100	100&104	108&105	93	103&100	98&93

Further structures follow:
mol	NCI-H522	OVCAR-3	NCI-H460	OVCAR-5	NCI-H23	NCI/ADR-RES	NCI-H226	NCI-H322M	OVCAR-8
O=C(Cc1ccc(/C=C/C(=O)c2ncc[nH]2)cc1)Nc1cc(F)c(F)c(F)c1	49	3.9*	28	81	32	66	95	73	42
O=C1c2cccc3c(-c4ccccc4F)ccc(c23)C(=O)N1c1nc2ccccc2s1	81	87	73	79	82	92	76	81	96
NC(=O)C1COc2ccccc2O1 (centres undefined)	94	109	107	105	102	104	93	108	101
Nc1c(Br)cc2c(c1Br)C(=O)c1ccccc1C2=O	.	100	96	116	96	99	98	106	98
CCOC(=O)C1NC(C(=O)OCC)C(=O)C1=O (centres undefined)	84	112	108	102	97	104	97	108	91
Cc1c(-c2ccccc2)c(-c2ccccc2)c(C)n1-c1ccc(F)cc1	73	90	57	66	80	89	78	103	74
COc1ccc(CC(=O)c2ccc(OC)cc2)cc1	92&89	104&104	106&101	97&99	93&107	98&103	102&102	96&126	104&118
